High-throughput results as filed in PubChem BioAssay.
VHR inh abs = VHR1 phosphatase inhibitors, primary screen, biochemical, absorbance, uHTS. Dual specificity protein phosphatase 3 (Homo sapiens), P51452. recombinant VHR phosphatase, pNPP absorbance. inhibition, % at 13.3 µM. actives 0.52% (n = 290,000). AID 1654, 2009; in the data active = inhibition above about 50%; also: some compounds called inactive have numbers as strong as hits
TcdB inh = TcdB glycohydrolase inhibitors, primary screen, biochemical, single point, plate reader. Toxin B (Clostridioides difficile), P18177. actives 0.24% (n = 350,000). inhibition, % at 9.99 µM. TcdB glycohydrolase enzymatic assay; in the data active = inhibition above about 10%
Target sequence (P18177 whole entry, looked up): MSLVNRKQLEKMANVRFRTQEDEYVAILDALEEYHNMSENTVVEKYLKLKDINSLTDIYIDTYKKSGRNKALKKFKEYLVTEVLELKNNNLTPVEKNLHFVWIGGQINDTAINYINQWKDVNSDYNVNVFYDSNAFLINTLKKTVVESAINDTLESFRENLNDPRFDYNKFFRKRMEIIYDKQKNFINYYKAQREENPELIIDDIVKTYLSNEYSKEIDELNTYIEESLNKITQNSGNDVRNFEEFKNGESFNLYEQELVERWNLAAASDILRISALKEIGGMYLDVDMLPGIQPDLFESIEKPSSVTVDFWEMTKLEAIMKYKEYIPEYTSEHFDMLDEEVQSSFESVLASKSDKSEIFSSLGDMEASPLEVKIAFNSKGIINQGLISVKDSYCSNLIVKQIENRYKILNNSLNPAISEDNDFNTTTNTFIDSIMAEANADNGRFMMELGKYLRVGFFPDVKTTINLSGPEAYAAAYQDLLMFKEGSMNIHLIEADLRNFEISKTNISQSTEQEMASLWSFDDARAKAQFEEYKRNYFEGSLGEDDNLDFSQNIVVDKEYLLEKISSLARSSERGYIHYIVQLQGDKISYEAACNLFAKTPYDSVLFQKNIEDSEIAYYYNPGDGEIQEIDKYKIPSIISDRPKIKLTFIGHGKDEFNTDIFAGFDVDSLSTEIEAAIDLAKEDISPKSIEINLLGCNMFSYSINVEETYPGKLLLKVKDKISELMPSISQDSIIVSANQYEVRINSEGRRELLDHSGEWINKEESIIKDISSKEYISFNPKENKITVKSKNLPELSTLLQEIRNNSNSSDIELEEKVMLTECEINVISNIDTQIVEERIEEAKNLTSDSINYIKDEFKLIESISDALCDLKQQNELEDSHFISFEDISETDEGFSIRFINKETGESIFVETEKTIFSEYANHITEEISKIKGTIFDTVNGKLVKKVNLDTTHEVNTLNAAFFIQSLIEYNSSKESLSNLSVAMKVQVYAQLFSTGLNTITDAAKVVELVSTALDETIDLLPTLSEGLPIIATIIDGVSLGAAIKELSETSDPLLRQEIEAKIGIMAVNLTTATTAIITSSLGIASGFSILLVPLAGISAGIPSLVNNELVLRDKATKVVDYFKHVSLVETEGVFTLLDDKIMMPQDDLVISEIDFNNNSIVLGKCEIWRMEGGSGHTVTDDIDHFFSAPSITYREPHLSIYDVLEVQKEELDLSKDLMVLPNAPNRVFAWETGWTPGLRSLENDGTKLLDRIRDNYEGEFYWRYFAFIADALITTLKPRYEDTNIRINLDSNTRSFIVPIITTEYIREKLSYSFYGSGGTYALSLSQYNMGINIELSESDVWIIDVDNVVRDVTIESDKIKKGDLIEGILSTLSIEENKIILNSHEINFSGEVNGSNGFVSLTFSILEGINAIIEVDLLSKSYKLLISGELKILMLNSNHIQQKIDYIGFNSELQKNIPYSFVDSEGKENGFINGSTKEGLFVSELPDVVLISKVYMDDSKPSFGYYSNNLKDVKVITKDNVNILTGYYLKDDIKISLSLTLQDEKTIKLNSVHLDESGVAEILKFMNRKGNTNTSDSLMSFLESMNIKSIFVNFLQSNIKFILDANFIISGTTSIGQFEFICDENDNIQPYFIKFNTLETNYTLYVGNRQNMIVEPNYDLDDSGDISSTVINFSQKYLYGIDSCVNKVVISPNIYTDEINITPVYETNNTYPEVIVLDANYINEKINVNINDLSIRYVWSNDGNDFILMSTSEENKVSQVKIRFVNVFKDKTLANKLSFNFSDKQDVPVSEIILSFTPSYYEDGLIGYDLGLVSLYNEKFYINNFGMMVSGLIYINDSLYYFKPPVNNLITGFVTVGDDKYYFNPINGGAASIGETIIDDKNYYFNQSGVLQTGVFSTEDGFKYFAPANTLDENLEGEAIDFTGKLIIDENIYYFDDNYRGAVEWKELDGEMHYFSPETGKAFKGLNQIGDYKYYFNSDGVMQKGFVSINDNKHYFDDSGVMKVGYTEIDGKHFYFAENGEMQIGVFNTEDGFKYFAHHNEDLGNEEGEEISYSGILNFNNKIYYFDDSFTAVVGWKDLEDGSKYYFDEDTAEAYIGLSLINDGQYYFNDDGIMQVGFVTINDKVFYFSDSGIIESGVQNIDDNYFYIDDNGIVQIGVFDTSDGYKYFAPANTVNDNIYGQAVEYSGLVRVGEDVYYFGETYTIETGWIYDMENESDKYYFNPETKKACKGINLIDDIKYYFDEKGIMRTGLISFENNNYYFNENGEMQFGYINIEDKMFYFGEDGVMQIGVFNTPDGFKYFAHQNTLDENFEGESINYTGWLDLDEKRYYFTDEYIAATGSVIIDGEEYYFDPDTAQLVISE
MazEF act = activators of E. coli MazEF toxin-antitoxin RNase, primary screen, biochemical, fluorescence, uHTS | Endoribonuclease toxin MazF (Escherichia coli (strain K12)), P0AE70 | FAM/BHQ RNA-DNA oligo cleavage fluorescence, 5 h | activation, % at 20 µM | actives 0.32% (n = 350,000) | AID 504720, 2011; in the data active = activation above about 50%
SARS 3CLpro inh = SARS-CoV 3CLpro protease inhibitors, primary screen, biochemical, quenched FRET | Replicase polyprotein 1ab (Severe acute respiratory syndrome coronavirus), P0C6X7 | recombinant SARS-CoV 3CLpro, quenched FRET peptide cleavage | inhibition, % at 6 µM | actives 0.14% (n = 290,000) | AID 1706, 2009; in the data active = inhibition above about 12%
PfHsp40 yeast = rescue of yeast from PfHsp40 toxicity, primary screen, S. cerevisiae, ATP luminescence. AID 504582, 2011. actives 0.68% (n = 340,000). growth rescue, % at 12.5 µM. S. cerevisiae expressing PfHsp40, growth rescue; in the data active = growth rescue above about 28%, passing the limit was not always enough; inconclusive = no clear call, values can overlap the other calls;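 also: yeast W303a lacking pdr1 and pdr3 grown in galactose medium; growth measured after three days at 30 °C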
PriA SSB inh = inhibitors of Klebsiella pneumoniae PriA binding to SSB C-terminal tail, primary screen, biochemical, AlphaScreen. inhibition, % at 33 µM. AlphaScreen SSBct-PriA binding, biotinylated peptide. AID 1272365, 2023. actives 0.6% (n = 430,000); in the data active = inhibition mostly above about 37%, no sharp cut-off; inactive = mostly below about 20%;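 also: plate controls were negative control peptide for no effect and reference peptide for full effect; strong numbers were not always called active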
Anthrax LF inh2 = Bacillus anthracis LF protease inhibitors, primary screen, biochemical, multiplex microsphere, MLPCN library; Lethal factor (Bacillus anthracis), P15917; multiplex microsphere protease cleavage assay; inhibition, % at 10 µM; actives 0.12% (n = 360,000); AID 588501, 2011; in the data active = inhibition above about 30%; inconclusive = no clear call, values can overlap the other calls; also: plate controls were buffer without enzyme for full effect and enzyme alone for no effect
Vc quorum ag = inducers of Vibrio cholerae quorum light production without autoinducers, primary screen, BH1578 luxS cqsA deficient, single point; V. cholerae BH1578 lux reporter, luminescence, 6 h; activation, % at 18.7 µM; actives 0.16% (n = 350,000); AID 588436, 2011; in the data active = activation mostly above about 9.7%, no sharp cut-off; inconclusive = no clear call, values can overlap the other calls; inactive = mostly below about 3.7%; also: not every result past the cut was called active; inactives centre near 0; reference of the scale not given here
Y pestis TopoI = Yersinia pestis topoisomerase I inhibitors, primary screen, biochemical, cleavage product accumulation, plate reader, single point; activity, % at 10 µM; AID 504884, 2011; Y. pestis Topo-I cleavage product accumulation; DNA topoisomerase I (Yersinia pestis CO92); actives 0.064% (n = 360,000); in the data active = activity above about 50%, passing the limit was not always enough; inconclusive = no clear call, values can overlap the other calls; also: inactives centre near 2
Rv3671c protease = Rv3671c serine protease inhibitors, primary screen, biochemical, fluorescence polarization, M. tuberculosis H37Rv; inhibition, % at 5.96 µM; actives 0.048% (n = 320,000); in the data active = inhibition above about 38%;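 also: extracellular domain of Rv3671c used as enzyme; 0% = enzyme with DMSO and 100% = no enzyme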
* hit, by the source's call; i = inactive; ? = inconclusive; . = no result given. This is a subset; rates above refer to the full screens.

entry	Molecule	VHR inh abs	TcdB inh	MazEF act	SARS 3CLpro inh	PfHsp40 yeast
1	O=c1ccn(CCOc2ccc(Cl)cc2)c(=O)[nH]1	13	.	6	5	16
2	COC(=O)[C@H](Cc1ccccc1)NCCCn1cnc(C(=O)Nc2ccc(C)c(C)c2)n1	.	-0.5	-7	.	-1.7
3	CC(OC(=O)Nc1cccc(Cl)c1)C(=O)O (stereo unspecified)	15	0.1	1	-1	0.8
4	O=C(COC(=O)c1cc(S(=O)(=O)N2CCCCC2)ccc1N1CCOCC1)c1ccccc1Cl	.	2.0	-8	.	.
5	CCCC(=O)N(c1ccc2oc(C)c(C(C)=O)c2c1)S(=O)(=O)c1ccc(C)c([N+](=O)[O-])c1	-10	.	-5	6	0.6
6	CC1=C(C(=O)Nc2ccc(C)cc2C)C(c2ccc(C)o2)NC(=S)N1 (stereo unspecified)	-4	.	9	-3	-0.3
7	O=C(NCC1CCCCC1)c1cccnc1Cl	47	1.2	4	-2	-1.2
8	CCCC(=O)Nc1ccc2nn(-c3ccc(OC)cc3)nc2c1	-14	0.7	-4	-2	-0.2

entry	PriA SSB inh	Anthrax LF inh2	Vc quorum ag	Y pestis TopoI	Rv3671c protease
1	-12	0	-0.7	12	1
2	-4	-4	i	25	.
3	-7	5	-1.0	3	-11
4	.	-3	-0.4	7	.
5	-1	1	7.0	-4	17
6	0	0	-0.4	-2	-5
7	-10	3	i	-9	3
8	-8	-16	-1.9	3	-11

Carrying on:
entry	Molecule	VHR inh abs	TcdB inh	MazEF act	SARS 3CLpro inh	PfHsp40 yeast
9	CCOP(=O)(OCC)/C(C#N)=C/c1cc(OC)ccc1OC	52*	-0.4	-1	0	1.1
10	Oc1cccc(-c2nnc(-c3cccc(O)c3)nn2)c1	.	-0.2	3	.	-1.7
11	O=C(CSc1ccccc1)Nc1ccc2c(c1)C(=O)NC2=O	16	-0.2	5	0	-0.4
12	CC(Sc1nc(NCc2ccccc2)nc(N(C)C)n1)C(=O)Nc1ccccc1 (stereo unspecified)	17	.	-6	10	5.9
13	COc1ccc(-c2nc(-c3ccc(Br)cc3)no2)c(OC)c1	-3	.	-32	1	-1.9
14	Cn1ccnc1SCC(=O)c1ccc(O)cc1	17	0.5	-5	0	-2.4
15	Cc1ccc(S(=O)(=O)N2CCOCC2)cc1NC(=O)CN1CCN(C)CC1	.	-0.1	11	.	-0.8
16	CC(=O)c1sc(NC(=O)CS(=O)(=O)c2ccccc2)nc1-c1ccccc1	.	1.0	-2	.	1.5

entry	PriA SSB inh	Anthrax LF inh2	Vc quorum ag	Y pestis TopoI	Rv3671c protease
9	-7	-4	-0.4	4	.
10	-12	7	1.3	-36	.
11	-6	0	-12	6	3
12	10	-5	i	12	-14
13	-26	6	-2.4	11	-6
14	-1	4	i	10	-9
15	-2	1	i	-5	0
16	3	-4	i	4	-19

Next section:
entry	Molecule	VHR inh abs	TcdB inh	MazEF act	SARS 3CLpro inh	PfHsp40 yeast
17	O=C(c1ccsc1)N1CCCC(N2CCN(c3cccc(C(F)(F)F)c3)CC2)C1 (stereo unspecified)	24	1.3	0	3	0.9
18	COc1cccc(OCc2ccc(C(=O)NCC3CCCO3)cc2)c1 (stereo unspecified)	4	.	-9	4	0.0
19	O=C(Nc1ccccc1)c1nc[nH]c1C(=O)NCCN(CCNC(=O)c1[nH]cnc1C(=O)Nc1ccccc1)CCNC(=O)c1[nH]cnc1C(=O)Nc1ccccc1	.	-0.2	-120	.	-1.2
20	CC(C)c1cccc(-c2ccc3c(c2)S(=O)(=O)c2cccc(C(=O)O)c2C3=O)c1	.	-1.6	-4	.	1.2
21	O=C(c1ccc2nc3ccc(Cl)cc3c(=O)n2c1)N1CCOCC1	5	-0.2	-4	1	-1.9
22	O=C(NCc1ccc2c(c1)OCO2)c1ccc(COc2cccc(Cl)c2)o1	12	.	1	-1	-0.6
23	Cc1cc(F)ccc1-c1cc(C(=O)NC2CCCCC2)[nH]n1	.	1.7	.	.	.
24	Cn1c(SCC(=O)N2CCc3ccccc32)nnc1-c1ccc(S(=O)(=O)N2CCCC2)cc1	21	.	-11	4	-2.1

entry	PriA SSB inh	Anthrax LF inh2	Vc quorum ag	Y pestis TopoI	Rv3671c protease
17	10	4	-0.7	6	-2
18	-1	-1	i	8	12
19	-6	-14	-1.6	21	-49
20	15	1	0.8	3	-1
21	-11	0	1.4	1	-3
22	-1	0	i	44	-11
23	.	4	i	11	.
24	-6	2	i	-2	4

Carrying on:
entry	Molecule	VHR inh abs	TcdB inh	MazEF act	SARS 3CLpro inh	PfHsp40 yeast
25	COc1ccc(N2CCN(C(=O)CN3C(=O)COc4ccccc43)CC2)cc1	22	0.3	9	2	-0.5
26	COc1ccc(/C=N/Nc2nc(Nc3ccccc3)nc(N3CCCC3)n2)cc1[N+](=O)[O-]	16	-0.2	11	2	-0.5
27	COc1ccc(NC(=O)c2cc3c([nH]c4ccccc43)c(C)n2)cc1	14	-1.0	6	2	3.0
28	O=C(Nc1cccc(Oc2ccc3c(c2)C(=O)NC3=O)c1)c1cccs1	-12	0.8	26	4	0.6
29	Cn1cccc1C(C#N)c1ccccc1C#N (stereo unspecified)	13	-0.9	0	0	-0.3
30	CCOC(=O)C1=C(C)N(C[C@@H]2CC[C@@H](Cc3ccc(-c4ccccc4)cc3)O2)C(=O)NC1c1ccc(C(F)(F)F)cc1 (stereo partly specified)	.	1.4	-4	.	1.5
31	CCNC(=O)C1CCCN1C(=O)C(CCCN=C(N)N)NC(=O)C(CC(C)C)NC(=O)C(Cc1cn(Cc2ccccc2)cn1)NC(=O)C(Cc1ccc(O)cc1)NC(=O)C(CO)NC(=O)C(Cc1c[nH]c2ccccc12)NC(=O)C(Cc1cnc[nH]1)NC(=O)C1CCC(=O)N1 (stereo unspecified)	-2	.	30	3	.
32	O=C(NC1=NCCS1)C1CC(=O)N(c2ccc(F)cc2)C1 (stereo unspecified)	-2	.	4	0	0.2

entry	PriA SSB inh	Anthrax LF inh2	Vc quorum ag	Y pestis TopoI	Rv3671c protease
25	-7	1	-0.1	6	-11
26	.	3	-0.2	-2	-14
27	-14	-1	8.3	-3	-5
28	7	0	-0.3	3	-21
29	2	-5	-0.2	5	2
30	-7	-1	i	13	.
31	-10	-11	-0.3	-12	2
32	8	-4	-0.3	1	-4

(continued)
entry	Molecule	VHR inh abs	TcdB inh	MazEF act	SARS 3CLpro inh	PfHsp40 yeast
33	O=C(N/N=C/c1ccccc1OCc1ccccc1)c1cccs1	3	.	11	0	0.9
34	CCC(OC(=O)c1nsc(Cl)c1Cl)C(=O)NCC1CCCO1 (stereo unspecified)	31	0.4	-1	4	1.5
35	CCOc1ccc(Nc2cc(C)nc(-n3nc(C)cc3C)n2)cc1	5	.	-2	-2	?
36	COc1cccc(N2CCN(C(=O)c3ccc4ccccc4c3)CC2)c1	.	-0.7	-1	.	0.6
37	Cc1nc(NC(=O)CSc2ccccc2N)sc1C	27	0.9	4	1	.
38	C1=C(c2ccccc2)Nc2nnnn2C1	-10	.	3	-1	1.2
39	CC(=O)c1ccc2c(c1)c1ccccc1n2CC(C)C	-2	.	-3	6	1.2
40	O=C(CN1CCOCC1)Nc1nc(-c2ccc(Cl)cc2)cs1	18	2.4	3	-5	0.3

entry	PriA SSB inh	Anthrax LF inh2	Vc quorum ag	Y pestis TopoI	Rv3671c protease
33	.	0	0.0	8	-6
34	-7	3	-0.5	10	-6
35	-14	-2	i	7	1
36	4	1	i	15	.
37	-6	.	.	.	5
38	-11	0	i	6	-1
39	-52	-2	-0.6	33	-2
40	1	-1	-7.7	8	-4

Molecules from the list above with an aryl thioether with sulfur outside any ring (5):
entry	Molecule	VHR inh abs	TcdB inh	MazEF act	SARS 3CLpro inh	PfHsp40 yeast
11	O=C(CSc1ccccc1)Nc1ccc2c(c1)C(=O)NC2=O	16	-0.2	5	0	-0.4
12	CC(Sc1nc(NCc2ccccc2)nc(N(C)C)n1)C(=O)Nc1ccccc1 (stereo unspecified)	17	.	-6	10	5.9
14	Cn1ccnc1SCC(=O)c1ccc(O)cc1	17	0.5	-5	0	-2.4
24	Cn1c(SCC(=O)N2CCc3ccccc32)nnc1-c1ccc(S(=O)(=O)N2CCCC2)cc1	21	.	-11	4	-2.1
37	Cc1nc(NC(=O)CSc2ccccc2N)sc1C	27	0.9	4	1	.

entry	PriA SSB inh	Anthrax LF inh2	Vc quorum ag	Y pestis TopoI	Rv3671c protease
11	-6	0	-12	6	3
12	10	-5	i	12	-14
14	-1	4	i	10	-9
24	-6	2	i	-2	4
37	-6	.	.	.	5

Next records.
entry	Molecule	VHR inh abs	TcdB inh	MazEF act	SARS 3CLpro inh	PfHsp40 yeast
41	Fc1ccc(CNn2cnnc2SCc2ccc(F)cc2)cc1	-5	.	5	3	-0.1
42	N/C(=N\OC(=O)c1ccccc1[N+](=O)[O-])c1ccccn1	-5	0.5	2	0	0.0
43	Clc1cccc(Cl)c1CSc1nnc([C@@H]2CCCN2)o1	17	2.0	4	0	2.1
44	COc1cccc(NC(=O)Nc2cc(C(=O)O)ccc2N2CC3CC(C2)c2cccc(=O)n2C3)c1 (stereo unspecified)	-9	1.3	2	-3	-0.4
45	COc1ccc(C(=O)NNC2CC(=O)N(Cc3ccc(Cl)cc3)C2=O)cc1OC (stereo unspecified)	30	.	0	1	-0.3
46	CC(=O)N1CCN(C(=O)c2ccc(OC3CCN(Cc4ccccn4)CC3)cc2)CC1	32	1.1	4	6	-0.1
47	CCc1c(C)nc2ncnn2c1N1CCC(C(=O)Nc2ccccc2)CC1	18	.	-2	2	2.4
48	CCCC(=O)Nc1ccc(Br)c(Cl)c1	3	.	-3	1	-1.0

entry	PriA SSB inh	Anthrax LF inh2	Vc quorum ag	Y pestis TopoI	Rv3671c protease
41	-7	14	-0.7	-7	-8
42	.	-3	-0.3	11	-2
43	-2	-8	-0.6	-1	-4
44	-5	-2	i	2	6
45	-1	-1	0.2	4	4
46	-5	0	-0.3	-9	4
47	-11	-2	i	8	1
48	-7	1	2.8	-2	-6

Next structures follow:
entry	Molecule	VHR inh abs	TcdB inh	MazEF act	SARS 3CLpro inh	PfHsp40 yeast
49	O=S(=O)(c1ccccc1F)N1CCN(CCOc2ccccc2)CC1	.	1.6	-1	.	-1.0
50	Cc1nc2ccc(Cl)cc2c(-c2ccccc2F)c1CC(=O)O	-3	0.3	3	1	-1.1
51	C=CCN(c1ccc(C(N)=O)cc1)S(C)(=O)=O	7	.	-3	-5	-1.8
52	O=C(Cc1cccc2ccccc12)Nc1ccc2c(c1)C(=O)NC2=O	18	-1.1	9	0	1.5
53	CCCNC(=O)C1(C)CCCN(C(=O)c2cccc(OC(F)(F)F)c2)C1 (stereo unspecified)	.	2.2	.	.	.
54	Cc1ccc2nc(-c3ccncc3)cc(C(=O)NCc3ccccc3F)c2c1	24	-0.1	-1	1	-1.4
55	Cn1c(Cn2c(=O)sc3ccccc32)nnc1SCC(N)=O	39	-0.3	12	1	-0.5
56	CCCCCCC(NC(=O)c1ccc(C)cc1)C(=O)O (stereo unspecified)	.	0.8	1	.	-1.1

entry	PriA SSB inh	Anthrax LF inh2	Vc quorum ag	Y pestis TopoI	Rv3671c protease
49	-5	.	-0.3	3	8
50	-5	0	-3.3	5	3
51	-9	-2	-0.2	0	-10
52	5	-1	i	-3	-17
53	.	-2	0.5	1	.
54	-3	-2	i	16	-2
55	-11	1	-0.2	11	-3
56	57*	0	i	-2	.
